# RXFP1 antagonist: qHTS Assay for Antagonists of the Relaxin Receptor RXFP1. activity change, negative = inhibition, % at 57.5 µM. HEK293-RXFP1, relaxin-stimulated cAMP HTRF, 30 min; hits give low values. 0.59% of 350,000 active. Relaxin receptor 1 (Homo sapiens), Q9HBX9;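 active = activity change of -60% or lower, but not beyond a set lower limit; inconclusive = change between -60% and -40%, or beyond the set limit; inactive = change above -40%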
# Target sequence (Q9HBX9 whole entry, looked up): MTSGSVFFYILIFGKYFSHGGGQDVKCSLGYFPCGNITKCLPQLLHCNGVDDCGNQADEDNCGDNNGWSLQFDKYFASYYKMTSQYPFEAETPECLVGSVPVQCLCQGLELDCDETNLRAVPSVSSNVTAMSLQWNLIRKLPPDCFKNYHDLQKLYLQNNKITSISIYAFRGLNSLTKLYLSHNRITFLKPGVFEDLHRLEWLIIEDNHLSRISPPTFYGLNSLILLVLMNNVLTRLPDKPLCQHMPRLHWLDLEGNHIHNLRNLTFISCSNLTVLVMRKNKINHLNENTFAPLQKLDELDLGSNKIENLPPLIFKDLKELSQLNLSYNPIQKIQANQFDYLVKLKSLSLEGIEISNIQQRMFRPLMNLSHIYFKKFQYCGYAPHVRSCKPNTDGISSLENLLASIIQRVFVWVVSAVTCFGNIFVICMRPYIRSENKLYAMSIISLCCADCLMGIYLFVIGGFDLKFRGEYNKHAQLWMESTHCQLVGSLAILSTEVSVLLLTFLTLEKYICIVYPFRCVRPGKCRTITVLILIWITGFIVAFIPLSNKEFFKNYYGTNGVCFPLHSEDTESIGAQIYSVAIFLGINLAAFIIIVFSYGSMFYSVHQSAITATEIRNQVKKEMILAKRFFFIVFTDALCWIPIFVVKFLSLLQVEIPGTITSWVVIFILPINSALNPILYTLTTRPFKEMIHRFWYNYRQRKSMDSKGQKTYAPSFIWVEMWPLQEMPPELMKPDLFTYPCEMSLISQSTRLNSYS
# * hit, by the source's call; ? = inconclusive; & = joins results of further samples. % is scaled to controls: 0 for no effect and ±100 for the full control effect. Some of the compounds tested; count on the stated rates, not on these rows.
SMILES,RXFP1 antagonist
CSc1ccccc1NC(=O)CN(C)C(C)C(=O)NCc1ccc2c(c1)OCO2 (stereo not drawn),0
Cc1noc(C)c1NC(=O)Nc1ccc2c(c1)C(=O)N([C@H](C)CO)C[C@H](C)[C@@H](CN(C)S(=O)(=O)c1ccc(Cl)cc1)OCCCC[C@@H](C)O2,-4
CC(=O)OC1CCC2(C)C(CCC3C2CC(=O)C2(C)C3CC(C3CCCC3=O)C2C(C)=O)C1 (stereo not drawn),2
COc1cccc(NC(=O)c2ccc(N3C(=O)C4CCC(C)CC4C3=O)cc2)c1 (stereo not drawn),-22
N#CC(OC(=O)c1ccccc1)c1cccc([N+](=O)[O-])c1 (stereo not drawn),10
O=S(=O)(/N=C(/Nc1cccnc1Cl)c1ccccc1)c1ccccc1,6
CCCCCCN1C[C@H](n2cc(-c3ccc(F)cc3)nn2)[C@@H](O)C[C@@H]1c1ccc(OC)cc1,-9
O=C(CCc1ccccc1Cl)Nc1cc(S(=O)(=O)N2CCOCC2)ccc1N1CCCC1,-17
C[C@@H]1CN([C@@H](C)CO)C(=O)CCCn2cc(nn2)CO[C@H]1CN(C)S(=O)(=O)c1cn(C)cn1,-1
CCc1ccccc1C1C(=O)c2ccccc2C1=O,9
COc1cccc(C=CC(=O)C=CC=Cc2ccccc2)c1,-29
COc1ccc(/C=N/NC(=O)c2sccc2C)c2ccccc12,-2
O=S(=O)(Nc1ccc(-c2ccccc2)cc1)c1ccccc1,-4
COc1ccc([C@H]2N[C@]3(CCCN(Cc4ccccc4)C3=O)[C@H]3C(=O)N(C)C(=O)[C@@H]23)cc1,0
COc1cccc(C(=O)OCC(=O)NCc2ccc3c(c2)OCO3)c1OC,-3
CC1=NNC(=O)C1Cc1c(Cl)cccc1Cl (stereo not drawn),-14
CCOC(=O)c1cn(Cc2ccccc2)nc1-c1ccccc1,0
Cc1sc2ncnc(N3CCN(S(=O)(=O)c4ccc(Br)cc4)CC3)c2c1C,-4
Cc1ccc(S(=O)(=O)NCC(=O)OCC(=O)Nc2cccc(S(=O)(=O)N3CCOCC3)c2)cc1,-2
CC(=O)NC(c1ccc(Cl)cc1)c1ccc2cccnc2c1O (stereo not drawn),-35
C=CCSc1nnc(NC(=O)CSCc2c(C)noc2C)s1,-10
C[C@@H]1CCCCO[C@@H](CN(C)S(=O)(=O)c2ccc(F)cc2)[C@@H](C)CN([C@H](C)CO)C(=O)c2cc(N(C)C)ccc2O1,13
O=C(c1cc2c(s1)CCCC2)N1CCN(CCO)CC1,14
COc1ncnc2c1ncn2CCCNCc1ccccn1,3
CCN(CC)CC(=O)OCC(=O)[C@@]1(O)CC[C@H]2[C@@H]3CCC4=CC(=O)CC[C@]4(C)[C@H]3[C@@H](O)C[C@@]21C,-18
c1ccc(CCc2cccnc2)cc1,-5
CC1NC(=O)c2cccnc2-n2c1nc1cc(F)c(F)cc1c2=O (stereo not drawn),-2
N#Cc1ccc(OCC(=O)NNC(=S)NC(=O)C2CC2)cc1,4
OCc1ccccc1O,-12
C[C@H](NC(=O)C1CCN(S(=O)(=O)c2ccccc2)CC1)C(=O)NCc1cccnc1,7
COCCNC(=O)CSc1nc(N)c(NC(=O)c2ccco2)c(=O)[nH]1,-3
CC(=O)Nc1cccc(C(=O)N2CCN(S(=O)(=O)Cc3ccccc3)CC2)c1,10
Clc1ccc(C=NN2CCCCCC2)c(Cl)c1,1
COc1ccc(S(=O)(=O)Nc2c(C)nn(C)c2C)cc1Br,2
CNC[C@@H]1Oc2cc(Br)ccc2S(=O)(=O)N([C@H](C)CO)C[C@H]1C,8
CSc1cnnc2ccccc12,-2
O=C(/C=C/c1cc(Br)ccc1F)OCC(=O)N1CCOCC1,7
COc1cc(-c2nnc3sc(Cc4ccc(Cl)cc4)nn23)cc(OC)c1OC,-1
Cn1c(=O)cc(SCC(=O)N2CCN(C3CCCCC3)CC2)c2ccccc21,12
C[C@@H]1CN([C@@H](C)CO)C(=O)CCCn2nncc2CO[C@H]1CN(C)Cc1ccc2c(c1)OCO2,-5
COc1ccc(CCN2CC(C(=O)OCC(=O)NCc3ccccc3Cl)CC2=O)cc1OC (stereo not drawn),4
CC(=O)n1c(-c2ccccc2)c(-c2ccccc2)n(C)c1=O,-19
O=C(CN1CCNCC1)NC1CCCCC1,12
COc1ccccc1C(CNC(=O)CCNS(=O)(=O)c1ccc(Br)cc1)N1CCCC1 (stereo not drawn),-10
COCC(=O)Nc1ccc(N2CCOCC2)c(S(=O)(=O)Nc2ccc(OC)cc2)c1,-3
O=C(NCCCN1CCCC1=O)c1cc(-c2ccc(F)cc2)nc2ccccc12,-5
COc1ccccc1N(C)S(=O)(=O)c1ccc(C(=O)Nc2cc(F)ccc2C)cc1,2
S=C(CN1CCCC1=S)N1CCOCC1,2
O=C(COC(=O)Cc1c(F)cccc1Cl)Nc1ccc2[nH]c(=O)[nH]c2c1,-28
Cc1ccc(NC(=O)Cc2ccc(Cl)cc2)nc1,2

# 16 entries from above, reformatted.
structure	RXFP1 antagonist
Clc1ccc(C=NN2CCCCCC2)c(Cl)c1	1
COc1ccc(S(=O)(=O)Nc2c(C)nn(C)c2C)cc1Br	2
CNC[C@@H]1Oc2cc(Br)ccc2S(=O)(=O)N([C@H](C)CO)C[C@H]1C	8
CSc1cnnc2ccccc12	-2
O=C(/C=C/c1cc(Br)ccc1F)OCC(=O)N1CCOCC1	7
COc1cc(-c2nnc3sc(Cc4ccc(Cl)cc4)nn23)cc(OC)c1OC	-1
Cn1c(=O)cc(SCC(=O)N2CCN(C3CCCCC3)CC2)c2ccccc21	12
C[C@@H]1CN([C@@H](C)CO)C(=O)CCCn2nncc2CO[C@H]1CN(C)Cc1ccc2c(c1)OCO2	-5
COc1ccc(CCN2CC(C(=O)OCC(=O)NCc3ccccc3Cl)CC2=O)cc1OC (stereo not drawn)	4
CC(=O)n1c(-c2ccccc2)c(-c2ccccc2)n(C)c1=O	-19
O=C(CN1CCNCC1)NC1CCCCC1	12
COc1ccccc1C(CNC(=O)CCNS(=O)(=O)c1ccc(Br)cc1)N1CCCC1 (stereo not drawn)	-10
COCC(=O)Nc1ccc(N2CCOCC2)c(S(=O)(=O)Nc2ccc(OC)cc2)c1	-3
O=C(NCCCN1CCCC1=O)c1cc(-c2ccc(F)cc2)nc2ccccc12	-5
COc1ccccc1N(C)S(=O)(=O)c1ccc(C(=O)Nc2cc(F)ccc2C)cc1	2
S=C(CN1CCCC1=S)N1CCOCC1	2

# Other compounds follow:
SMILES,RXFP1 antagonist
COCCn1c(=S)[nH]c2cc(C(=O)NC3CCCCC3C)ccc2c1=O (stereo not drawn),3
CN(C)c1ccc(Cl)c(NC(N)=S)c1,12
COc1ccccc1NC(=O)COC(=O)CCC1CCCC1,-29
COc1ccc(S(=O)(=O)NCC(=O)NCCc2ccc(OC)c(OC)c2)cc1,8
Cc1c(Cl)cccc1NC(=O)CNC(=O)Cc1n[nH]c(=O)c2ccccc12,-8
O=[N+]([O-])c1ccccc1/C=N/NC1=NCCN1,-5
O=C(O)CCC(=O)OCCN(Cc1ccc(Oc2ccc([N+](=O)[O-])cc2)cc1)C(=O)C(Cl)Cl,-7
CN(C)c1ccc(C=C2SC(=S)NC2=O)cc1,-22
NC(=S)c1csc(CCNC(=O)c2ccccc2)n1,-11
Cc1ccc(NC(=O)CCc2ccc(S(=O)(=O)N3CCOCC3)cc2)c(Cl)c1,6
COc1cc(C)c(C2NC(=O)c3ccccc3N2)cc1C (stereo not drawn),-6
Cc1cccc(C)c1NC(=O)CN1C(=O)NC(C)(C2CC2)C1=O (stereo not drawn),0
Cc1cccc(C)c1NC(=O)CN1CCCC1,21&7
C=CCn1c(SCC(=O)NC2CCCC2)nc2ccccc21,-5
CC(C)N(C(=O)COC(=O)c1cccnc1Cl)c1ccccc1,-25
COc1ccc(NC(=O)CN(C)C(=O)c2ccc3c(c2)CC(c2ccccc2)OC3=O)cc1 (stereo not drawn),-6
Nc1c[n+](N2CCOCC2)no1,-13
COc1cc(-c2nnc(SCC(=O)Nc3ccc(C(=O)O)cc3)o2)cc(OC)c1OC,6
CN(CC(=O)Nc1sccc1C(N)=O)S(=O)(=O)c1ccc(Cl)cc1,-8
O=S(=O)(O)c1cc(I)c(O)c2ncccc12,9
COc1ccc(C(=O)COC(=O)[C@H](C)NS(=O)(=O)c2ccc(NC(C)=O)cc2)cc1OC,-8
Cc1ccc(Nc2nc(Cl)nc3ncn(C)c23)c(C)c1,7
CSc1ncnc2c1ncn2CCCNCc1cccc2ccccc12,12
Nc1ncc(S(=O)(=O)c2ccc([N+](=O)[O-])cc2)s1,10
COc1ccc(-n2nnnc2SCC(=O)N(C)C2CCS(=O)(=O)C2)cc1 (stereo not drawn),-9
Cc1ccc(-c2cc(C(=O)Nc3c(C)n(C)n(-c4ccccc4)c3=O)c3ccccc3n2)cc1,-16
CCN(CC)C(=O)C1=C(C)N(Cc2ccc(OC)cc2)C(=O)C(CC(=O)NC2CCCCC2)C1 (stereo not drawn),2
Cc1cc(NC(=O)COC(=O)c2c(C)c(C)c(C)c(C)c2C)no1,-1
Cc1cccc(NC(=O)CNC(=O)c2ccc(S(=O)(=O)NCc3ccco3)cc2)c1C,0
O=C(O)C(c1ccccc1)C(O)C1CC=CCC1 (stereo not drawn),-5
O=C(/C=C/c1ccc(F)cc1)N1CCN(Cc2ccccc2)CC1,-6
CN(Cc1cc(Cl)cc(Cl)c1)[C@H]1C[C@H]2c3[nH]c4ccccc4c3CCN2C(=O)[C@H]1CO,3
COc1ccc(CC(O)CO)cc1OCc1ccccc1 (stereo not drawn),3
COc1ccccc1NC(=O)N(C)C[C@@H]1OCc2cnnn2CCCC(=O)N([C@@H](C)CO)C[C@H]1C,0
CCOC(=O)c1nn(C)c(=S)n(C)c1=O,-15
O=C(c1cccs1)N1C[C@@H](O)[C@H](n2cc(-c3ccc(F)cc3)nn2)C[C@@H]1c1ccc(Cl)cc1,-1
CC(=O)Nc1ccc(S(=O)(=O)Nc2nc3ccccc3nc2N2CCOCC2)cc1,4
COc1cccc(/C=C/C(=O)OCC(=O)Nc2nnc(-c3ccccc3)o2)c1OC,-8
Cc1noc(NS(=O)(=O)c2ccc(NC(=O)c3cccc(S(=O)(=O)Nc4ccccc4F)c3)cc2)c1C,2
O=C(C(c1ccccc1)C(O)(c1ccccc1)c1ccccc1)N1CCOCC1 (stereo not drawn),23
Nc1c(C(=O)Nc2ccccc2)sc2nc(N3CCOCC3)c3c(c12)CCCC3,8
O=C(NCCc1ccccc1)C1CCC(Cn2c(=O)c3ccccc3n(Cc3cccc(Cl)c3)c2=O)CC1 (stereo not drawn),-11
OCC(CO)c1cnnc2ccccc12,-8
COc1ccc(N=[N+]([O-])c2ccc(OC)cc2)cc1,-24
O=C1CN(C(=O)COC(=O)CCc2ccccc2O)c2ccccc2N1,-2
CNS(=O)(=O)c1cccc(C(=O)OCC(=O)N2CCN(C(=O)c3ccco3)CC2)c1,-2
COC(=O)C1CN(Cc2ccccc2)C(=O)C1=O (stereo not drawn),-5
COC(=O)[C@H]1C[C@H](OC(=O)NCC2CCCCC2)[C@@]2(O)CN(S(=O)(=O)c3ccc(C)cc3)CC2[C@H]1C(=O)OC (stereo partly drawn),10
Cc1cc(C([O-])=C(C(=S)Nc2ccccc2)[n+]2ccccc2)c(C)n1-c1ccccc1,6
COc1nnc(-c2ccc(N3CCCCC3)c(NC(=O)COc3ccccc3)c2)c2ccccc12,-3
# Other structures follow:
SMILES,RXFP1 antagonist
CC1CCCCC1NC(=O)Cn1c(=O)cnc2ccccc21 (stereo not drawn),-8
N/C(=N\NS(=O)(=O)c1ccc(Cl)cc1)c1ccccn1,-24
CN1C(=O)c2ccc(Oc3ccccc3)cc2C1=O,-23
COc1ccc(Cl)cc1C(=O)NNC(=O)CNC(=O)c1ccc(C)s1,9
O=C(Cc1c(F)cccc1Cl)NNC(=O)c1ccco1,-30
CC(C)(c1cc(Cl)c(O)c(CN2CCOCC2)c1)c1cc(Cl)c(O)c(CN2CCOCC2)c1,-14
O=C(OCc1cc(Cl)cc2c1OCOC2)c1cccnc1Cl,4
CN(C)CC/C=C1/c2ccc(F)cc2Sc2ccc(Cl)cc21,?
C[C@@H](C(=O)Nc1ccc(OC(F)F)c(Cl)c1)N1C(=O)C2CC=CCC2C1=O (stereo partly drawn),-18
COc1ccccc1NC(=O)c1ccc(NC(=O)C2CC2C)cc1 (stereo not drawn),-10
O=C(C=Cc1ccccn1)c1ccccc1O,-27
C[C@@H]1CN([C@@H](C)CO)C(=O)c2cc(NC(=O)c3ccccc3)ccc2O[C@@H](C)CCCCO[C@@H]1CN(C)Cc1ccc(C(F)(F)F)cc1,4
Cc1ccc(NC(=C(C#N)C#N)c2ccccc2)cc1,-1
C[C@@H]1CN([C@H](C)CO)C(=O)CCCn2nncc2CO[C@H]1CN(C)S(=O)(=O)c1ccccc1F,-1
Cc1ccc(S(=O)(=O)N(C)C[C@H]2OCc3cn(nn3)CCCC(=O)N([C@@H](C)CO)C[C@@H]2C)cc1,0
N#CC(c1ccc(N)cc1)C(CC(=O)c1ccccc1)c1ccccc1 (stereo not drawn),-2
O=S(=O)(O)c1ccc(O)cc1,-1
CCC(=O)N1CCN(c2cc(N3CCCC3)c(F)cc2[N+](=O)[O-])CC1,-6
COc1cc(N)c(Cl)cc1C(=O)OCC(=O)NC(=O)NCc1ccco1,0
COc1cccc(OCCNS(=O)(=O)c2ccccc2[N+](=O)[O-])c1,-2

# Reformatted: results already given.
structure	RXFP1 antagonist
Nc1c[n+](N2CCOCC2)no1	-13
CNC[C@@H]1Oc2cc(Br)ccc2S(=O)(=O)N([C@H](C)CO)C[C@H]1C	8

# Next part.
SMILES,RXFP1 antagonist
O=C(COC(=O)c1cccnc1Cl)NCc1ccc(F)cc1,-2
COc1cc(CC(=O)OCC(=O)N(C)C2CCCCC2)cc(OC)c1OC,-4
Nc1ccc2c(S(=O)(=O)O)cccc2c1S(=O)(=O)O,13
COc1cc(C(=O)OCC(=O)c2cc(C)n(CC3CCCO3)c2C)ccc1OCC(=O)N1CCOCC1 (stereo not drawn),-4
Cc1noc(C)c1CCC(=O)Nc1cc(Cl)ccc1C(=O)O,-1
CC(=O)OCCc1c2ccccc2c(CCCN(C)C)c2ccccc12,-1
CCOc1cc(C)nc(N2CCC(C(=O)NC3CC3)CC2)n1,-7
NC(N)=N/N=C(\N=Nc1ccccc1)c1ccc(Cl)cc1,-19

# Screening results from PubChem BioAssay.
